Runt-CBFb FRET = inhibitors of RUNX1 Runt–CBFb binding, primary screen, biochemical, FRET, Cerulean-Runt, Venus-CBFb, uHTS; Runt-related transcription factor 1 (Homo sapiens) + Core-binding factor subunit beta …; Cerulean-Runt/Venus-CBFb FRET ratio 530/480, 1 h; inhibition, % at 20 µM; 220,000 compounds, 0.46% hits; AID 1496, 2009;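 active = inhibition over about 50% at 20 µM in the single-dose screen, limit read from the data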;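 also: 0% = DMSO wells and 100% = excess unlabeled CBFb competitor control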
Target sequence (Q01196 whole entry, looked up): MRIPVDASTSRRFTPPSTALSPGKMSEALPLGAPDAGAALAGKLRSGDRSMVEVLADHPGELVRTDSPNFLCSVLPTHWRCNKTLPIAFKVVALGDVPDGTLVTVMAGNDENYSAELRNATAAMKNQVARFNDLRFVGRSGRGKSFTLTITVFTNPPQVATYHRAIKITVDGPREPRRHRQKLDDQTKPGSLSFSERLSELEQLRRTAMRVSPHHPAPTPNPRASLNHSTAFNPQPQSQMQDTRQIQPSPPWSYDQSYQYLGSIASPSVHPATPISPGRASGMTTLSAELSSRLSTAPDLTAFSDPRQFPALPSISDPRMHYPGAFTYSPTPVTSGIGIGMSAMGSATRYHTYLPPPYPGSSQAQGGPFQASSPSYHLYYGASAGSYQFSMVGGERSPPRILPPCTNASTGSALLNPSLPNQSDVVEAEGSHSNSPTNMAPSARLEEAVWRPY
Target sequence (Q13951 whole entry, looked up): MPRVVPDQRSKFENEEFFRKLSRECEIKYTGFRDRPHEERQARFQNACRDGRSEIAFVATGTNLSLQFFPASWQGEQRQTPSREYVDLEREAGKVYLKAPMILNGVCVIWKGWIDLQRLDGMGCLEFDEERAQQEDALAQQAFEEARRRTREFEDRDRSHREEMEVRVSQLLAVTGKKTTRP
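Assay system: Cerulean-Runt domain fusion protein, energy donor; Signal: fluorescence energy transfer, 422 nm excitation, 530/480 nm emission; Timing: 1 h compound exposure, room temperature; Control set: unlabeled CBFb; Medium: Tris buffer pH 7.5 with salts and BSA; Compound: single test concentration of 20 µM, 1% DMSO final; Probe or stimulus: Venus-CBFb 100 nM.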
S1P4 antag = S1P4 receptor antagonists, primary screen, cell-based; Sphingosine 1-phosphate receptor 4 (Homo sapiens), O95977; S1P4-expressing cells, antagonist mode, reporter read-out; inhibition, % at 4.98 µM; 220,000 compounds, 0.26% hits; AID 1510, 2009; in the data active = inhibition above about 29%;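 also: 0% = wells stimulated with agonist and 100% = vehicle wells without agonist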
Ba/F3 V617F tox = reduced viability of JAK2V617F-dependent Ba/F3 cells, primary screen, JAK2V617F inhibitor project, cell-based, Ba/F3 EpoR-JAK2V617F, luminescence. ATP luminescence. inhibition, % at 5.6 µM. 220,000 compounds, 1.1% hits;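 active = inhibition above the campaign mean plus 3 SD over all tested compounds, cut at about 24% in these data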;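 also: cytokine-independent growth of Ba/F3 cells driven by EpoR plus mutant JAK2; 0% = DMSO-treated cells and 100% = JAK inhibitor I control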
NPY1 pot ag = NPY-Y1 receptor potentiators or agonists, primary screen, cell-based; Neuropeptide Y receptor type 1 (Homo sapiens), P25929; NPY-Y1 expressing cells, potentiator/agonist activation; activation, % at 3.6 µM; 220,000 compounds, 0.37% hits; in the data active = activation above about 33%, passing the limit was not always enough;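 also: cells stimulated with NPY at EC10 then isoproterenol at EC100; 0% = low agonist plus stimulus and 100% = saturating agonist plus stimulus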
Target sequence (P25929 whole entry, looked up): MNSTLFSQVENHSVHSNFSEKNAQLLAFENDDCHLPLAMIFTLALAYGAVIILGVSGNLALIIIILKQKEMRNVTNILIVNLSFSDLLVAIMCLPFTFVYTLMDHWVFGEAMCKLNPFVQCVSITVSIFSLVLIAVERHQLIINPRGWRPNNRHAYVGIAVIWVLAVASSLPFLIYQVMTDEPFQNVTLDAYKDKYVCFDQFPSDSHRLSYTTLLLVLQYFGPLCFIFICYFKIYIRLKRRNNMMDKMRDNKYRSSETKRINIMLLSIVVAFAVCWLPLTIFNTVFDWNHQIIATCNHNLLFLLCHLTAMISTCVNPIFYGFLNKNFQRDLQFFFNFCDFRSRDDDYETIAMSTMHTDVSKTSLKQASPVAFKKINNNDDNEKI
RBBP9 inh = human RBBP9 inhibitors, primary screen, biochemical, fluorescence polarization, FP-Rh probe, HTS; inhibition, % at 7.94 µM; Serine hydrolase RBBP9 (Homo sapiens), O75884; 220,000 compounds, 0.2% hits; recombinant RBBP9; AID 1515, 2009;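 active = inhibition above the campaign mean of all tested compounds plus 3 SD, cut at about 14% in these data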;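 also: plate controls were DMSO wells with RBBP9 for no effect and wells lacking RBBP9 protein for full effect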
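System: RBBP9 protein / Quantity: 2.5 µM RBBP9 dispensing solution, before mixing / Also added: Serine-hydrolase probe FP-Rh, 375 nM pre-mixing / Dosing: 7.94 µM single dose, 0.794% DMSO / Timing: enzyme-compound preincubation 30 min, then probe labeling 45 min, 25 °C / Signal: FP readout at 525/598 nm / Controls: DMSO-treated enzyme wells and wells lacking RBBP9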
NPY2 pot ag = NPY-Y2 potentiators or agonists, primary screen, cell-based. activation, % at 3.6 µM. cells expressing NPY-Y2, potentiator/agonist read-out. 220,000 compounds, 0.45% hits. Neuropeptide Y receptor type 2 (Homo sapiens), P49146; in the data active = activation above about 27%;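 also: cells stimulated with NPY near EC25 plus isoproterenol at EC100; 0% = vehicle plus submaximal agonist and 100% = vehicle plus saturating agonist; some results beyond the cut were filed as inactive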
BaF3 parental = parental Ba/F3 cell viability inhibition, counter-screen for JAK2V617F inhibitor project, murine pro-B, CellTiter-Glo luminescence. 220,000 compounds, 1.1% hits. CellTiter-Glo ATP luminescence. inhibition, % at 5.6 µM;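 active = inhibition above a per-campaign cutoff, the mean inhibition of all tested compounds plus 3 SD, cut at about 27% in these data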;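 also: 0% = DMSO wells and 100% = JAK Inhibitor I control wells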
S1P4 ag = S1P4 receptor agonists, primary screen, cell-based | Sphingosine 1-phosphate receptor 4 (Homo sapiens), O95977 | S1P4-expressing cell line, agonist reporter assay | 220,000 compounds, 0.35% hits | activation, % at 4.98 µM; in the data active = activation above about 11%;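 also: 0% = DMSO vehicle and 100% = reference agonist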
NPY-Y1 antag = NPY-Y1 receptor antagonists, primary screen, cell-based. inhibition, % at 3.6 µM. 200,000 compounds, 1% hits. HEK293-CNG Y1 cells, membrane potential fluorescence; NPY at EC95, then isoproterenol. Neuropeptide Y receptor type 1 (Homo sapiens), P25929. AID 1040, 2008;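 active = inhibition above the campaign mean inhibition of all tested compounds plus 3 SD, cut at about 20% in these data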;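 also: 0% = DMSO wells given NPY plus isoproterenol and 100% = isoproterenol alone without NPY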
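Material: HEK293 Y1/CNG channel cell line | Also added: NPY (25 nM), isoproterenol (1 µM), Ro 20-1724 (25 µM) | Compound: One concentration, 3.6 µM, in 0.4% DMSO | Schedule: 3 h dye uptake, 1 h room-temperature compound, 45 min post-isoproterenol | Signal: Membrane-potential fluorescent dye readout | Read-out: % inhibition of NPY effect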
Numbers without * were called inactive.

O=C(CC(Nc1ccc(Cl)cc1)C(=O)O)c1ccccc1 (configuration not stated) was read as Runt-CBFb FRET -2, S1P4 antag -13, Ba/F3 V617F tox -5, NPY1 pot ag 1, RBBP9 inh -8, NPY2 pot ag 5, BaF3 parental -3, S1P4 ag 0.9 and NPY-Y1 antag -2.
Cc1oc(-c2cc(Cl)cc(Cl)c2)cc1C(=O)NCCc1ccccc1 was read as Runt-CBFb FRET -1, S1P4 antag -2, Ba/F3 V617F tox -4, NPY1 pot ag 6, RBBP9 inh -6, NPY2 pot ag 4, BaF3 parental 4, S1P4 ag -0.7 and NPY-Y1 antag 8.
For OCCNCc1cc(Br)ccc1OCc1ccc(F)cc1 the results were Runt-CBFb FRET -1, S1P4 antag 0, Ba/F3 V617F tox 7, NPY1 pot ag -33, RBBP9 inh -5, NPY2 pot ag -13, BaF3 parental 8, S1P4 ag 0.1 and NPY-Y1 antag 6.
Screening CCCn1c(SCC(=O)N2CCCCC2)nnc1-c1ccco1 returned Runt-CBFb FRET 1, S1P4 antag -1, Ba/F3 V617F tox 0, NPY1 pot ag 1, RBBP9 inh 4, NPY2 pot ag -4, BaF3 parental 2, S1P4 ag 0.5 and NPY-Y1 antag 8.
Screening CCCc1ccc(-c2cc(NC(=O)CSc3n[nH]c(N)n3)n(-c3ccccc3)n2)cc1 returned Runt-CBFb FRET -9, S1P4 antag 17, Ba/F3 V617F tox 4, NPY1 pot ag 9, RBBP9 inh -10, NPY2 pot ag 15, BaF3 parental 11, S1P4 ag 0.1 and NPY-Y1 antag -6.
`COCCCNC(=O)CN(c1cc(Cl)ccc1OC)S(C)(=O)=O` gave Runt-CBFb FRET -2, S1P4 antag -2, Ba/F3 V617F tox -2, NPY1 pot ag 7, RBBP9 inh 4, NPY2 pot ag -7, BaF3 parental 2, S1P4 ag -0.8 and NPY-Y1 antag -3.
`COc1cccc(S(=O)(=O)NCc2ccc3c(c2)OCO3)c1` gave Runt-CBFb FRET 2, S1P4 antag -4, Ba/F3 V617F tox 3, NPY1 pot ag -5, RBBP9 inh 4, NPY2 pot ag -22, BaF3 parental 5, S1P4 ag 2.3 and NPY-Y1 antag 3.
Cc1ccc(N(C(=O)c2csnn2)C(C(=O)NC(C)(C)C)c2ccccn2)cc1 (configuration not stated) was read as Runt-CBFb FRET -2, S1P4 antag 8, Ba/F3 V617F tox -2, NPY1 pot ag 17, RBBP9 inh -2, NPY2 pot ag 1, BaF3 parental 9, S1P4 ag 0.3 and NPY-Y1 antag 6.
Screening C/C(=N\O)c1ccc2[nH]ccc2c1 returned Runt-CBFb FRET -3, S1P4 antag -9, Ba/F3 V617F tox -2, NPY1 pot ag 7, RBBP9 inh -9, NPY2 pot ag 4, BaF3 parental 6, S1P4 ag 1.8 and NPY-Y1 antag 0.
O=C(CCn1c(=S)oc2ccccc21)NC1CCCCC1 was read as Runt-CBFb FRET -1, S1P4 antag 6, Ba/F3 V617F tox 3, NPY1 pot ag 0, RBBP9 inh 0, NPY2 pot ag 8, BaF3 parental -1 and S1P4 ag 0.3.
Screening O=C(COC(=O)c1cc(=O)[nH]c2ccccc12)NC(=O)NC1CCCCC1 returned Runt-CBFb FRET 0, S1P4 antag 0, Ba/F3 V617F tox -2, NPY1 pot ag -26, RBBP9 inh 5, NPY2 pot ag -18, BaF3 parental 3, S1P4 ag -0.6 and NPY-Y1 antag 4.
`Nc1ccc(NC(=S)Nc2ccccc2)cc1` gave Runt-CBFb FRET 7, S1P4 antag 3, Ba/F3 V617F tox 1, NPY1 pot ag -10, RBBP9 inh -6, NPY2 pot ag 8, BaF3 parental 0 and S1P4 ag 0.6.
Cc1c(C)n(C(=O)CSc2nccn2C)c2ccccc12 was read as Runt-CBFb FRET 1, S1P4 antag 2, Ba/F3 V617F tox 1, NPY1 pot ag 17, RBBP9 inh -2, NPY2 pot ag 23, BaF3 parental 6, S1P4 ag 1.3 and NPY-Y1 antag -3.
For COc1ccc(S(=O)(=O)N(C)CC(=O)Nc2ccc3c(c2)OCCO3)cc1OC the results were Runt-CBFb FRET 1, S1P4 antag -13, Ba/F3 V617F tox -1, NPY1 pot ag -29, RBBP9 inh -2, NPY2 pot ag -5, BaF3 parental 4, S1P4 ag 0.1 and NPY-Y1 antag 0.
`Cc1cc(C(=O)NCc2ccco2)on1` gave Runt-CBFb FRET 4, S1P4 antag -3, Ba/F3 V617F tox 2, NPY1 pot ag 15, RBBP9 inh -10, NPY2 pot ag -7, BaF3 parental 4, S1P4 ag -2.1 and NPY-Y1 antag 1.

Quoted from the entries so far (four entries):
`Nc1ccc(NC(=S)Nc2ccccc2)cc1` gave Runt-CBFb FRET 7, S1P4 antag 3, Ba/F3 V617F tox 1, NPY1 pot ag -10, RBBP9 inh -6, NPY2 pot ag 8, BaF3 parental 0 and S1P4 ag 0.6.
Cc1c(C)n(C(=O)CSc2nccn2C)c2ccccc12 was read as Runt-CBFb FRET 1, S1P4 antag 2, Ba/F3 V617F tox 1, NPY1 pot ag 17, RBBP9 inh -2, NPY2 pot ag 23, BaF3 parental 6, S1P4 ag 1.3 and NPY-Y1 antag -3.
For COc1ccc(S(=O)(=O)N(C)CC(=O)Nc2ccc3c(c2)OCCO3)cc1OC the results were Runt-CBFb FRET 1, S1P4 antag -13, Ba/F3 V617F tox -1, NPY1 pot ag -29, RBBP9 inh -2, NPY2 pot ag -5, BaF3 parental 4, S1P4 ag 0.1 and NPY-Y1 antag 0.
`Cc1cc(C(=O)NCc2ccco2)on1` gave Runt-CBFb FRET 4, S1P4 antag -3, Ba/F3 V617F tox 2, NPY1 pot ag 15, RBBP9 inh -10, NPY2 pot ag -7, BaF3 parental 4, S1P4 ag -2.1 and NPY-Y1 antag 1.

Following part.
Screening Cc1nc2ccccc2cc1OCc1ccc(Cl)cc1 returned Runt-CBFb FRET 0, S1P4 antag -4, Ba/F3 V617F tox -1, NPY1 pot ag -70, RBBP9 inh -4, NPY2 pot ag -4, BaF3 parental 8, S1P4 ag 0.5 and NPY-Y1 antag 10.
`Cc1cccc(-n2c(Cc3cc(=O)[nH]c(=O)[nH]3)nnc2SCC(=O)NCC2CCCO2)c1` (configuration not stated) gave Runt-CBFb FRET 1, S1P4 antag -17, Ba/F3 V617F tox -1, NPY1 pot ag -4, RBBP9 inh -8, NPY2 pot ag 7, BaF3 parental 9, S1P4 ag 0.3 and NPY-Y1 antag 0.
`CCCCNC(=O)CN(c1cccc(Br)c1)S(C)(=O)=O` gave Runt-CBFb FRET -1, S1P4 antag -21, Ba/F3 V617F tox -2, NPY1 pot ag 3, RBBP9 inh -5, NPY2 pot ag 1, BaF3 parental 0, S1P4 ag -0.5 and NPY-Y1 antag -2.
`Cc1cccc(-c2ncc(CN3CCN(CC(C)C)C(CCO)C3)cn2)c1` (configuration not stated) gave Runt-CBFb FRET -2, S1P4 antag 1, Ba/F3 V617F tox 3, NPY1 pot ag -16, RBBP9 inh -3, NPY2 pot ag 8, BaF3 parental 6, S1P4 ag 1.0 and NPY-Y1 antag -1.
`COc1ccc2c(c1)O[C@@H](c1cccc(C(F)(F)F)c1)[C@H](OC(=O)Nc1ccc(OC(F)F)cc1)C2=O` gave Runt-CBFb FRET -2, S1P4 antag 18, Ba/F3 V617F tox 1, NPY1 pot ag -20, RBBP9 inh -16, NPY2 pot ag 5, BaF3 parental 9, S1P4 ag 2.5 and NPY-Y1 antag 10.
For CCCCCCc1cc2cc(-c3nnc(-c4ccccc4OC)o3)c(=O)oc2cc1O the results were Runt-CBFb FRET 18, S1P4 antag 2, Ba/F3 V617F tox -1, NPY1 pot ag -10, RBBP9 inh 5, NPY2 pot ag 3, BaF3 parental 4, S1P4 ag 1.0 and NPY-Y1 antag 2.
For COCCCNc1nc2nonc2nc1N1CCN2CCCC2C1 (configuration not stated) the results were Runt-CBFb FRET -2, S1P4 antag 1, Ba/F3 V617F tox -3, NPY1 pot ag 29, RBBP9 inh 0, NPY2 pot ag -15, BaF3 parental -1 and S1P4 ag 0.4.
For Cc1cccc(NC(=O)CSc2nc(N)c(NC(=O)c3cccs3)c(=O)[nH]2)c1C the results were Runt-CBFb FRET 2, S1P4 antag -5, Ba/F3 V617F tox -3, NPY1 pot ag 6, RBBP9 inh -4, NPY2 pot ag -7, BaF3 parental 5, S1P4 ag 0.3 and NPY-Y1 antag 1.
Screening Cn1c(=O)c2c(nc(CN3CCN(Cc4ccccc4)CC3)n2Cc2ccc(F)cc2)n(C)c1=O returned Runt-CBFb FRET -4, S1P4 antag 2, Ba/F3 V617F tox 0, NPY1 pot ag -3, RBBP9 inh -3, NPY2 pot ag -5, BaF3 parental 3, S1P4 ag -0.3 and NPY-Y1 antag 3.
For COC(=O)C1=C(C)NC(=S)NC1c1ccco1 (configuration not stated) the results were Runt-CBFb FRET 24, S1P4 antag 13, Ba/F3 V617F tox -2, NPY1 pot ag 14, RBBP9 inh 11, NPY2 pot ag 0, BaF3 parental 7, S1P4 ag -1.1 and NPY-Y1 antag 4.
Screening COC(=O)COc1ccc(S(=O)(=O)Nc2cc([N+](=O)[O-])ccc2C)cc1 returned Runt-CBFb FRET 0, S1P4 antag -10, Ba/F3 V617F tox 2, NPY1 pot ag 11, RBBP9 inh -14, NPY2 pot ag 27, BaF3 parental 5, S1P4 ag 0.4 and NPY-Y1 antag -5.
For CCNC(=S)NNC(=O)C1CCCCC1 the results were Runt-CBFb FRET 1, S1P4 antag 7, Ba/F3 V617F tox -2, NPY1 pot ag 12, RBBP9 inh -9, NPY2 pot ag 6, BaF3 parental 5, S1P4 ag -0.2 and NPY-Y1 antag 2.
For CCN1C(=O)/C(=C2\C=Cc3ccccc3N2CC)OC1=S the results were S1P4 antag -21, Ba/F3 V617F tox 1, NPY1 pot ag 28, RBBP9 inh -1, NPY2 pot ag 6, BaF3 parental 2, S1P4 ag 1.8 and NPY-Y1 antag 1.
